# Source: PubChem BioAssay (several laboratories)
# TLR9-MyD88 inh – blocks human TLR9 binding to MyD88. 0.21% of 340,000 active. AID 504734. CHO BLA complementation TLR9-MyD88, CCF4 FRET ratio. inhibition, % at 4.98 µM;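 active = inhibition above the mean over all tested compounds plus 3 SD, cut at about 21% in these data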;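 note: 0% = DMSO only wells and 100% = clavulanate BLA inhibitor control wells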
# TROY signal inh – blocks TROY-dependent signaling in reporter cells | Q293 LMP1-TROYcd NF-kB luciferase reporter, 4 h | inhibition, % at 10 µM | 0.98% of 360,000 active;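 active = compounds whose plate-normalised and pattern-corrected inhibition of the luciferase reporter signal at the single screening dose is 50% or more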
# NR2F2 inh – blocks human COUP-TFII nuclear receptor; P24468; 0.7% of 370,000 active; inhibition, % at 8.6 µM; HEK293T NGFI-A luciferase reporter, luminescence;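 active = inhibition above a per-plate cutoff, mean inhibition of test wells between control levels plus 3 SD, cut at about 38% in these data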;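 note: cells cotransfected with COUP-TFII expression vector driving the NGFI-A reporter; 0% = median of COUP-TF2 test wells and 100% = reporter-only cells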
# Target sequence (P24468 whole entry, looked up): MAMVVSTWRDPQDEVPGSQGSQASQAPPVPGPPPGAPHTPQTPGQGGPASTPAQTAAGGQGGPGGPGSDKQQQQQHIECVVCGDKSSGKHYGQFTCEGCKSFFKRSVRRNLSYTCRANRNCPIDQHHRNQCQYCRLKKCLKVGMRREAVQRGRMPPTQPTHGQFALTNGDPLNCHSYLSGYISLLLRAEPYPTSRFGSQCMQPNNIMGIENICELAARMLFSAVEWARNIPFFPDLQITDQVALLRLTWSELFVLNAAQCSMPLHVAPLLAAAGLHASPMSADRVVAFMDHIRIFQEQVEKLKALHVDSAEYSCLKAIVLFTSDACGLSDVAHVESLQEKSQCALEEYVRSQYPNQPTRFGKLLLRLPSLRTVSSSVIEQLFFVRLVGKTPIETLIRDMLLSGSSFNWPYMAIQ
# EBV LMP1 NFkB – inhibitors of Epstein-Barr LMP1-induced NF-kappaB reporter; 0.69% of 350,000 active; inhibition, % at 12.5 µM; AID 504558; LMP1-induced NF-kappaB luciferase reporter cells, luminescence; in the data active = inhibition above about 41%;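 note: 0% = neutral control wells and 100% = reference inhibitor control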
# NCOA1 inh – inhibitors of human steroid receptor coactivator 1 (SRC1); Q15788; HEK293 GAL4-SRC1 luciferase reporter, luminescence; inhibition, % at 3.6 µM; 0.12% of 360,000 active;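 active = inhibition above the campaign mean plus 3 SD, with each screening campaign given its own cutoff, cut at about 60% in these data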;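 note: 0% = DMSO treated cells and 100% = gossypol at 36 µM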
# NOD2 RIPK2 PPI – inhibitors of human NOD2-RIPK2 interaction. O43353. CHO BLA complementation NOD2-RIPK2, CCF4 ratio. inhibition, % at 4.98 µM. 0.38% of 360,000 active. AID 624267; in the data active = inhibition above about 21%;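 note: 0% = vehicle only and 100% = reference blocker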
# Target sequence (O43353 whole entry, looked up): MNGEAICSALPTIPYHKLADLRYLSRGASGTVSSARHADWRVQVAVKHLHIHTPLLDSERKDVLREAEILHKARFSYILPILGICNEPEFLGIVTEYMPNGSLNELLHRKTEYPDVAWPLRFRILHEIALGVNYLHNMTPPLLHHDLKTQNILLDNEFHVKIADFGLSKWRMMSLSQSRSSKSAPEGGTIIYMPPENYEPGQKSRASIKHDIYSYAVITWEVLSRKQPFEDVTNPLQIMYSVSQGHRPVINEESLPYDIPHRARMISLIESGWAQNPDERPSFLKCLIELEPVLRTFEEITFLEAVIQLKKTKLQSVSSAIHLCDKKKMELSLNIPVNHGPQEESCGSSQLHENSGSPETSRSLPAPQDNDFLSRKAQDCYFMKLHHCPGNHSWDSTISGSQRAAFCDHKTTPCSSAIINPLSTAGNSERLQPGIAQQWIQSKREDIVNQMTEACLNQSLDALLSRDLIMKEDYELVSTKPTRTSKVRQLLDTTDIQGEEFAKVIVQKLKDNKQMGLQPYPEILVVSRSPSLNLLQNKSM
# TWEAK-Fn14 inh – inhibitors of TWEAK-Fn14 interaction signaling; TWEAK-stimulated Fn14 reporter cells, luciferase luminescence, 8 h; inhibition, % at 10 µM; 2% of 360,000 active; AID 1159606; in the data active = inhibition above about 50%
# NCOA3 inh – inhibitors of human steroid receptor coactivator 3 (SRC3). Q9Y6Q9. HEK293 GAL4-SRC3 luciferase reporter, luminescence. inhibition, % at 3.6 µM. 0.17% of 360,000 active. AID 588352;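 active = inhibition above a per-campaign cutoff, the mean of all compounds plus 3 SD, cut at about 60% in these data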;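 note: 0% = DMSO-treated cells and 100% = gossypol-treated cells at 36 µM; higher means less SRC3-driven luciferase light from the GAL4 reporter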
# C8 TRAIL sens – caspase-8 TRAIL sensitization; NB7+C8 cells + TRAIL, ATPlite viability luminescence; inhibition (viability loss, TRAIL sensitization), % at 10 µM; 1% of 360,000 active;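 active = compounds causing at least 50% loss of cell viability in the single-dose screen, relative to plate controls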
# SRC2 inh – human SRC2 (NCOA2) inhibition | 0.17% of 370,000 active | Q15596 | inhibition, % at 9 µM | HEK293 GAL4-SRC2 luciferase reporter, luminescence;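 active = inhibition above the mean inhibition of all tested compounds plus 3 SD, set per campaign, cut at about 52% in these data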;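 note: 0% = DMSO treated cells and 100% = cells given Gossypol at 36 µM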
# LRH-1 inv ag – suppresses constitutive activity of human LRH-1; O00482; HEK293T StAR-luciferase reporter, LRH-1 transfected, 24 h; inhibition, % at 3.6 µM; 0.13% of 360,000 active;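 active = inhibition above the mean inhibition of all tested compounds plus 3 SD, cut at about 73% in these data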;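 note: 0% = DMSO wells and 100% = reporter-only cells lacking LRH-1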
# * = called active by the depositor; / = not tested or not shown. A portion of the library (hit frequency here may not be typical).
molecule,TLR9-MyD88 inh,TROY signal inh,NR2F2 inh,EBV LMP1 NFkB,NCOA1 inh,NOD2 RIPK2 PPI,TWEAK-Fn14 inh,NCOA3 inh,C8 TRAIL sens,SRC2 inh,LRH-1 inv ag
COc1ccc(C(=O)Nc2ccc3c(c2)OCO3)cc1OC,-10.0,-47.0,-32.3,-15.3,-57.6,2.6,-25.8,-30.7,25.4,-36.5,-59.0
CCOC(=O)C1=C[C@@H](CC)N(S(=O)(=O)c2ccc([N+](=O)[O-])cc2)[C@H]1c1ccccc1,/,-8.2,7.0,/,26.4,-5.5,-14.7,1.1,1.4,2.2,5.5
COc1cc(/C=C/C(=O)OCC(=O)NC(=O)NC(C)C)ccc1OCC#N,-12.1,-10.0,-16.2,-0.2,16.1,-6.0,11.1,-4.0,-3.0,-48.3,-22.6
COc1ccc(-c2noc(CCC(=O)NC3CCCCCC3)n2)cc1,12.5,-12.9,-12.6,7.6,3.8,17.1,3.1,-6.9,9.7,-21.4,-3.0
CCNC(=O)C1(C)CCN(C(=O)c2cc(F)cc(F)c2)C1 (centres undefined),/,10.2,-9.3,/,-6.7,-8.5,-6.9,-11.3,-6.2,-9.9,-12.6
CCN1C(=O)/C(=C2\C=Cc3ccccc3N2CC)SC1=S,-2.1,-58.9,-37.7,-3.5,-1.9,-4.9,10.1,-1.2,-1.4,-14.5,-30.5
C(=N\Nc1nc2ccccc2[nH]1)/c1ccc2ncccc2c1,4.9,16.8,-14.1,33.5,38.2,1.0,27.8,-7.9,81.3*,19.4,-37.3
O=C1C2C3C=CC(C3)C2C(=O)N1c1n[nH]c(-c2ccccc2)n1 (centres undefined),6.7,-2.6,3.6,8.2,-3.1,-2.0,4.8,2.9,-1.3,-1.7,0.5
COc1ccc(-c2nc3ccc(C)cn3c2NCc2ccc3c(c2)OCO3)cc1,-6.2,-27.1,-31.5,-21.4,-26.7,-1.5,-22.1,-16.3,6.8,-43.9,-26.1
COC(=O)c1ccc(CNC(=O)C23CC4CC(CC(C4)C2)C3)cc1,-2.6,8.0,23.4,2.5,17.0,-14.9,10.3,3.9,-5.0,1.5,3.8
CCOc1ccccc1-n1c(SCC(=O)NCc2ccco2)nnc1-c1ccncc1,7.4,-15.5,3.0,1.0,5.8,-1.5,15.4,-7.2,-6.4,-18.6,3.0
COC(=O)[C@@]12C[C@@H](CC(=O)N3CCC(c4ccccc4)CC3)C(=O)N(Cc3ccccc3)C1=CCC(C)(C)C2,/,/,-14.8,/,/,-7.5,/,/,39.8,1.3,-24.9

# Three entries out of the list, sorted by molar mass, lowest first.
molecule,TLR9-MyD88 inh,TROY signal inh,NR2F2 inh,EBV LMP1 NFkB,NCOA1 inh,NOD2 RIPK2 PPI,TWEAK-Fn14 inh,NCOA3 inh,C8 TRAIL sens,SRC2 inh,LRH-1 inv ag
CCNC(=O)C1(C)CCN(C(=O)c2cc(F)cc(F)c2)C1 (centres undefined),/,10.2,-9.3,/,-6.7,-8.5,-6.9,-11.3,-6.2,-9.9,-12.6
CCN1C(=O)/C(=C2\C=Cc3ccccc3N2CC)SC1=S,-2.1,-58.9,-37.7,-3.5,-1.9,-4.9,10.1,-1.2,-1.4,-14.5,-30.5
COc1ccc(-c2nc3ccc(C)cn3c2NCc2ccc3c(c2)OCO3)cc1,-6.2,-27.1,-31.5,-21.4,-26.7,-1.5,-22.1,-16.3,6.8,-43.9,-26.1

# (next part)
molecule,TLR9-MyD88 inh,TROY signal inh,NR2F2 inh,EBV LMP1 NFkB,NCOA1 inh,NOD2 RIPK2 PPI,TWEAK-Fn14 inh,NCOA3 inh,C8 TRAIL sens,SRC2 inh,LRH-1 inv ag
Cc1cccc(NC(=O)c2nc[nH]c2C(=O)N[C@@H](CC(C)C)C(=O)OCc2ccccc2)c1,-3.3,10.8,-5.1,-9.9,-2.2,-7.9,-4.5,-16.0,23.2,-3.1,13.3
Cc1ccc(S(=O)(=O)N2CCCCC2)cc1NC(=O)COC(=O)c1ccc(=O)[nH]c1,1.7,0.4,12.1,-9.6,-6.1,4.2,0.0,-0.8,-10.2,5.4,11.1
Nc1ncncc1-c1ccc([N+](=O)[O-])cc1,3.0,1.7,-0.9,3.2,-8.2,-9.2,-7.5,16.7,-4.1,-0.1,21.2
COc1cc(/C=C/c2ccc3cccc(OC)c3n2)c(OC(C)=O)c([N+](=O)[O-])c1,-4.8,49.6,12.7,6.7,-10.2,4.6,27.6,12.8,-2.0,-16.4,19.3
CCOC(=O)CCSc1nc(C)c2ccccc2n1,-0.2,-57.8,-2.4,-6.2,3.0,-1.3,-28.1,10.5,1.4,-42.2,4.3
CC1(C)C2CCC1(C)C(NC(=O)CCN1CCCCC1)C2 (centres undefined),3.1,-4.9,11.2,-0.3,4.0,-0.8,-4.6,11.5,8.0,-0.2,4.7
O=C(CCNS(=O)(=O)c1ccc2c(c1)CCC(=O)N2)NCc1cccnc1,7.2,0.4,3.8,6.6,-0.6,-4.1,-4.5,7.3,6.6,4.1,0.4
COc1cc(C(=O)Nn2c(CC(C)C)nc3ccccc3c2=O)cc(OC)c1OC,-8.9,7.7,15.4,0.7,5.2,-8.0,-5.4,-1.2,-10.1,2.6,12.2
O=C(Oc1ccc(OC(=O)C2CCC2)cc1)C1CCC1,-7.7,7.6,-0.8,2.3,-16.5,1.8,39.8,6.4,2.7,3.6,31.0
CCCn1c(=O)c(C(=O)N/N=C/c2ccccc2F)c(O)c2ccccc21,-1.7,-2.1,11.4,0.5,-1.2,9.8,-5.8,3.3,4.4,9.7,6.4
CCCNC(=O)C(Cc1ccc(I)cc1)NC(=O)C1CC1 (centres undefined),-5.9,-5.5,12.8,1.0,-0.5,7.3,8.2,5.2,-9.2,1.3,1.1
CCc1ccccc1N(CC(=O)NCC1CCCO1)C(=O)CCC(=O)Nc1cc(C)on1 (centres undefined),5.0,-2.4,15.6,-9.0,10.8,0.2,23.8,14.1,2.6,-7.4,11.0
COc1cccc(C2OC(=O)c3ccccc3N2C(C)=O)c1OC(C)=O (centres undefined),6.4,-19.4,3.4,-2.8,-19.4,2.7,-9.0,15.3,3.6,-6.1,-1.4
C/C(=N\NC(=O)c1ccccc1O)c1c(O)cc(C)oc1=O,-1.3,-8.5,-4.4,-14.1,-48.2,-2.3,-15.8,-8.7,7.5,-42.6,-61.6
CCC1CCCCN1CCCNC(=O)CNC(=O)c1nn(-c2ccc(OC)c(Cl)c2)c(=O)c2ccccc12 (centres undefined),-9.3,-5.1,-15.1,1.3,2.0,-0.5,3.0,-3.6,-11.4,-8.0,-7.8
CCN(C1CCS(=O)(=O)C1)S(=O)(=O)c1cccc([N+](=O)[O-])c1 (centres undefined),14.5,6.6,4.8,0.4,13.4,3.0,-16.4,23.7,5.1,8.2,6.5
CCCCn1c(NCc2ccc(OC)cc2O)nc2ccccc21,-0.3,-26.1,8.8,-10.7,-13.8,5.6,1.0,-18.6,10.8,-18.9,0.7
O=C(CCc1ccccc1)Nc1nccs1,-5.1,-13.8,-23.9,-2.6,-13.6,9.1,-5.6,-13.2,-8.4,-14.0,-15.0
COc1cccc(NS(=O)(=O)c2ccc(S(=O)(=O)N3CCOCC3)cc2)c1,-3.1,8.9,5.4,-3.2,10.5,8.5,-1.1,-6.4,-5.8,1.2,18.3
CC(C)c1nc(SCC(=O)Nc2ccc(N(C)C)cc2)c2ccccc2n1,7.2,-2.9,3.5,-2.0,15.1,-3.0,21.7,18.7,-2.4,23.2,4.7
COc1cccc(CNC(=O)[C@@H]2CCCN2C(=O)[C@H]2CCCCN2)c1,/,-6.3,1.9,/,/,-5.0,-1.5,/,-2.5,21.2,9.4
O=C(CSc1nc2c([nH]c3ccccc32)c(=O)n1-c1cccc(Cl)c1)N1CCOCC1,-3.9,5.7,-1.4,14.4,12.1,12.2,-25.5,4.2,31.3,4.0,28.8
O=C(Cc1c(F)cccc1Cl)NNC(=O)c1ccccc1Cl,-1.6,-1.4,-1.6,8.5,2.8,-8.3,-10.9,-16.4,-1.4,-9.6,0.0
COc1ccc(S(=O)(=O)N2CCOCC2)cc1N=Nc1sc(N)nc1-c1ccccc1,-4.0,5.7,-2.2,6.9,-0.2,-14.3,21.8,13.2,12.9,5.8,55.4
Cc1ccc(S(=O)(=O)NCCNC(=O)c2ccccc2)cc1,-5.4,23.4,-9.2,-0.9,2.5,4.2,14.5,-14.8,-3.8,-31.4,13.1
CC(=O)N1CCCc2cc(S(=O)(=O)N3CCCC3)ccc21,9.4,-18.2,-22.4,-10.7,5.6,2.6,-1.4,-0.7,6.0,-29.4,1.3
CC(C)(C)n1nc(Cc2cccc3ccccc23)c(C#N)c1N,0.7,0.9,-8.4,-0.9,-7.3,5.0,-5.7,-7.0,-6.2,12.3,7.6
Cc1cccc(N(CC(=O)NCC2CCCO2)C(=O)CCC(=O)Nc2cc(C)on2)c1 (centres undefined),-7.7,13.9,4.6,-13.5,-2.5,-1.9,-5.5,9.7,-4.3,-17.5,-2.0
CCc1ncc(CN2CCCCC2C(=O)Nc2ccc(Oc3ccccc3)nc2)cn1 (centres undefined),-2.6,6.5,5.7,4.4,-25.9,-8.5,15.4,-10.7,-10.7,-6.9,-2.4
CCOC(=O)NN1C(=O)c2ccccc2NC1c1ccc(OC)cc1OC (centres undefined),7.0,-9.8,-16.8,-2.9,-4.0,5.6,-6.9,4.5,-1.5,6.4,-7.2
CCN(CC)S(=O)(=O)c1ccc(C(=O)NCc2ccc3c(c2)OCO3)cc1,1.1,1.4,1.6,-5.5,7.5,-16.9,-3.0,9.8,-2.2,4.4,6.7
Nc1nnc(SCC(=O)Nc2nccs2)s1,-4.0,-23.4,4.6,-3.9,-16.3,1.7,7.6,7.8,1.9,4.6,-4.7
Cc1nnc(NC(=O)CSc2nnc3c(n2)[nH]c2ccc(Br)cc23)s1,7.2,-10.0,-21.7,-1.0,3.0,0.1,-17.8,14.5,1.4,-8.4,10.2
CC(NC(=O)[C@H](C)NC(=O)[C@@H]1CSC2c3ccccc3C(=O)N21)c1ccccc1 (some centres undefined),-9.7,1.4,-5.6,-6.2,-23.2,-8.7,1.6,7.0,28.1,-12.8,-8.5
OC(c1ccccc1)c1nc(-c2ccc(Cl)cc2)cs1 (centres undefined),/,-53.9,-21.4,/,-45.6,-3.2,-6.2,-40.9,10.5,5.8,-78.3
CC1CC(=O)Nc2ccccc2N1S(=O)(=O)c1cccs1 (centres undefined),/,4.3,-24.3,/,-2.5,-6.6,2.8,1.4,-20.0,-3.8,-2.8
C=CCSC1=NN2CCS(=O)(=O)N=C2S1,6.0,-13.0,-12.6,-5.7,9.5,0.8,7.5,16.0,1.1,13.9,9.2
c1ccc(-c2cnn3nnnc3n2)cc1,1.1,0.6,1.0,8.4,-1.5,-0.4,1.1,4.2,-6.8,7.2,8.2
CCc1cccc(CC)c1NC(=O)c1ccc(-n2cncn2)nc1,18.9,1.8,-6.0,2.3,-4.4,-3.5,9.5,3.5,-5.5,-20.0,1.9
CCOC(=O)Cc1csc(NC(=O)CCNS(=O)(=O)c2ccc3c(c2)CCC(=O)N3)n1,-13.0,8.3,-4.3,1.4,4.3,1.6,-6.5,16.2,-9.3,1.0,7.0
CCNc1nc(SC(C(C)=O)C(C)=O)nc(N(C)C)n1,-2.7,-13.6,-12.0,3.8,-2.9,-5.7,-0.8,4.2,4.3,10.7,-4.5
COc1ccc(Nc2ncnc3c2cnn3-c2cccc(C)c2)cc1OC,3.0,-8.4,-10.5,1.4,-27.4,-38.9,10.8,-14.7,15.2,-21.4,-7.3
